From PubChem BioAssay
Rac1 GTP hydrolysis: MgcRacGAP GTPase-activating activity inhibitors, confirmation, biochemical, ADP Hunter fluorescence. Rac GTPase-activating protein 1 (Homo sapiens). 0.6% of 340,000 active. inhibition, % at 30 µM; hits with a dose series show IC50 in µM. MgcRacGAP-stimulated Rac1 GTP hydrolysis, ADP Hunter fluorescence; higher % means a stronger effect; GST-tagged Rac1 F28L mutant substrate;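 active = first-screen hits whose inhibition reached a set limit at any dose in the follow-up dose series; inconclusive = inhibition above the set first-screen limit but never retested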;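 also: fluorescence reports GDP produced by GAP-driven GTP hydrolysis; strong numbers were not always called active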
NS5 inhibitors: Dengue-2 NS5 methyltransferase inhibitors, primary screen, biochemical, confirmation dose response (AID 588689). Genome polyprotein (Dengue virus type 2 (strain 16681-PDK53)). Dengue-2 NS5 methyltransferase capping enzyme assay, biochemical; higher % means a stronger effect. one-dose inhibition, % at 25 µM; IC50 in µM for titrated hits. 0.3% of 340,000 active; in the data active = a potency from the dose series; inconclusive = inhibition above about 29% without an active follow-up result
GPR35 arrestin U2OS: GPR35 antagonists blocking zaprinast-driven arrestin recruitment, primary screen, imaging, U2OS, beta-arrestin-GFP, zaprinast agonist (AID 2058) | G-protein coupled receptor 35 (Homo sapiens) | U2OS GPR35 beta-arrestin-GFP translocation imaging, zaprinast antagonism; higher % means a stronger effect | inhibition, % at 10 µM, or IC50 in µM where a hit was titrated | 0.052% of 290,000 active;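 active = inhibition of at least 50% with at least 30 cells and total cytoplasm GFP at most 10,000,000; inconclusive = under 30 cells or total GFP of 10,000,000 plus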
GPR55 antagonists: GPR55 antagonists blocking LPI-driven arrestin recruitment, primary screen, imaging, U2OS, beta-arrestin-GFP, LPI agonist (AID 2013); G-protein coupled receptor 55 (Homo sapiens); U2OS GPR55 beta-arrestin-GFP translocation imaging, LPI antagonism; higher % means a stronger effect; inhibition, % at 10 µM; hits with a dose series show IC50 in µM; 0.13% of 290,000 active;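 active = spots per cell inhibited over 60%, with over 100 cells counted and total cytoplasm intensity under 500,000; inconclusive = wells with under 100 cells, flagged as likely toxic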;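 also: U2OS cells stably carrying GPR55 and arrestin-GFP stimulated by 5 µM LPI near EC80; imaged beta-arrestin-GFP aggregate spots per cell after agonist stimulation; plate controls were LPI-stimulated DMSO wells for no effect and DMSO wells without LPI for full effect; some results filed as inactive read as strong as hits; confirmed hits need IC50 under 10 µM and bright autofluorescent wells are also inconclusive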
AID2073: inhibitors of Mint1-CaV2.2 protein interaction, biochemical, HTRF (AID 2073) | 0.19% of 290,000 active | one-dose inhibition, % at 20 µM; IC50 in µM for titrated hits | HTRF protein-protein interaction, Mint1-CaV2.2; higher % means a stronger effect | Voltage-dependent N-type calcium channel subunit alpha-1B (Homo sapiens); in the data active = inhibition mostly above about 51%, no sharp cut-off; inconclusive = no clear call, values can overlap the other calls; inactive = mostly below about 53%; also: some results filed as inactive read as strong as hits
Yfh1-off respiration: enhancers of respiration in Yfh1-depleted yeast, dose response, Friedreich's ataxia, plus single-dose screen (AID 1465). S. cerevisiae Yfh1-off respiration, WST-1 reduction, 72 h; higher fold induction means a stronger effect. fold induction at 50 µM; hits with a dose series show EC50 in µM. 0.074% of 220,000 active;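 active = fold induction of absorbance versus untreated yeast above a set limit, then at least 30% activation at any dose in follow-up; inconclusive = repeats straddling the limit, or above it without dose testing; inactive = fold induction below the set limit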;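 also: activators that raise dye reduction in frataxin-depleted yeast; strong numbers were not always called active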
GPR55 activation: GPR55 agonists via beta-arrestin recruitment, primary screen, imaging, U2OS cells, beta-arrestin-GFP redistribution (AID 1961) | activation, % at 10 µM; hits with a dose series show EC50 in µM | U2OS GPR55 beta-arrestin-GFP redistribution imaging; higher % means a stronger effect | G-protein coupled receptor 55 (Homo sapiens) | 0.048% of 290,000 active;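 active = activation above 40% with more than 50 cells counted in the well; inconclusive = wells holding fewer than 50 cells, flagged as toxic or sparse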;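 also: U2OS osteosarcoma cells stably expressing GPR55 and beta-arrestin-GFP; plate controls were DMSO negative control for no effect and LPI positive control for full effect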
SV40 large T antigen: SV40 large T antigen inhibitors, biochemical (AID 1903) | SV40 large T antigen ATPase/helicase inhibition assay; higher % means a stronger effect | inhibition, % at 20 µM; hits with a dose series show IC50 in µM | 0.39% of 310,000 active; in the data active = a potency from the dose series; inconclusive = inhibition mostly from about 32% at the one dose, without a potency; inactive = the rest, 99 in 100 with inhibition below about 32%; also: strong numbers were not always called active
NTR1 ag: agonists of NTR1, primary screen, imaging, U2OS cells, beta-arrestin-GFP, high content (AID 493036); Neurotensin receptor type 1 (Homo sapiens), P30989; NTR1-U2OS beta-arrestin-GFP spot imaging, agonist mode; activation, % at 20 µM; 0.17% of 330,000 active;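 active = activation at or above 40% of the spot to cytoplasm intensity ratio, with at least 20 cells analyzed; inconclusive = wells under 20 cells, flagged as cytotoxic or low count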;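 also: 0% = DMSO without peptide and 100% = 100 nM NTR1 peptide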
Target sequence (P30989 whole entry, looked up): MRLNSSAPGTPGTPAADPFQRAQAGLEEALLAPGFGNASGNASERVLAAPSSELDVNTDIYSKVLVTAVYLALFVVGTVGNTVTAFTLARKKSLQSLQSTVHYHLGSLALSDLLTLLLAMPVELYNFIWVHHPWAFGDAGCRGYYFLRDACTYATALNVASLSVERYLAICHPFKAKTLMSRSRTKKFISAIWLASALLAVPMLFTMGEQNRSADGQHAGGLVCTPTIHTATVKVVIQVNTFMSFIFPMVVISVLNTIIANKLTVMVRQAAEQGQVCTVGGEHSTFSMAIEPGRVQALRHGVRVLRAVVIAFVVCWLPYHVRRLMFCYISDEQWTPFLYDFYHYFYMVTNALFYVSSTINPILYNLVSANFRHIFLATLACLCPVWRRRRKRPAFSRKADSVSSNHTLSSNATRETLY
NTR1 ag cell count 20 µM: further read-out of NTR1 ag, marked with its call; cell count; measured here: cell count, cytotoxicity flag
NS5 inhibitors pilot replicate: recorded beside NS5 inhibitors, whose call it bears; inhibition, %; measured here: pilot screen replicate inhibition
Starred values were filed as active, the others as inactive; i = inactive; ? = inconclusive; / = no result given.

SMILES | Rac1 GTP hydrolysis | NS5 inhibitors | GPR35 arrestin U2OS | GPR55 antagonists | AID2073 | Yfh1-off respiration | GPR55 activation | SV40 large T antigen | NTR1 ag | NTR1 ag cell count 20 µM | others
O=C(C1=C(O)C(=O)N(CCc2ccccc2)C1c1cccs1)c1ccco1 (stereo unspecified) | 3% | 1% | 0% | 5% | 34% | i | -0.1% | 17% | 0.3 | 56
COC(=O)C1=C(C)N(Cc2ccco2)C(=O)/C1=C\c1ccc(N(C)C)cc1 | 2% | 22% | -11% | 4% | -7% | i | -0.2% | 3% | 2.5 | 65
ON/C=N/C(=S)Nc1ncc(C(F)(F)F)cc1Cl | 1% | -7% | 7% | 9% | 2% | i | -0.1% | 1% | 0.8 | 43
CCCCCCSc1ccc([C@H]2N[C@@](C)(C(=O)OC)[C@H]3C(=O)N(CC)C(=O)[C@@H]23)cc1 | 1% | -6% | / | / | / | / | / | 9% | 3.3 | 59
O=C(NC(c1ccccc1)c1ccccc1)c1cccc(S(=O)(=O)NCc2ccccc2)c1 | 3% | -2% | -11% | 13% | 10% | i | -0.3% | 5% | 0.6 | 40
CCOC(=O)NC(=O)C(=CNc1ccccc1C)C(=O)NC(=O)OCC | 12% | -2% | -6% | 6% | 1% | i | -0.2% | 14% | 0.4 | 86
CCCNS(=O)(=O)c1ccc(CCC(=O)NCCc2ccc(OC)c(OC)c2)cc1 | 1% | / | 4% | 17% | 14% | i | 0.5% | 0% | 0.5 | 51
Cc1ccc(S(=O)(=O)c2cn(CC(=O)Nc3ccccc3)c3ccc(F)cc3c2=O)cc1 | -1% | 1% | -2% | 7% | 7% | / | -0.3% | 19% | 7.1 | 57
O=C(C1CC1)N1CCc2cc(Br)cc(S(=O)(=O)NCc3ccc4c(c3)OCO4)c21 | 3% | -9% | -4% | 8% | 7% | i | -0.1% | 2% | 4.9 | 81
CN(c1ccccc1)c1nc(N)c([N+](=O)[O-])c(NCc2ccccc2)n1 | 13% | -5% | -3% | -11% | 2% | i | 0.3% | 13% | 19 | 31
CCN(CC(=O)N1CCCC1)S(=O)(=O)c1ccc(OC)cc1 | -5% | -2% | -1% | 4% | -4% | / | -0.1% | 11% | 0.9 | 58 | NS5 inhibitors pilot replicate=-4.9
Cc1cc(Cl)c2oc(C(=O)N(C)C(C)c3ccccn3)c(C)c2c1 (stereo unspecified) | 0% | -1% | -1% | -4% | 0% | / | -0.1% | 4% | 1.0 | 59
Cc1ccc(-c2nn(Cc3ccccc3)cc2/C=C/C(=O)O)cc1 | 11% | 11% | 2% | 12% | 2% | i | 0.0% | 11% | -0.1 | 49
CC(C)(C)C1C/C(=C/c2ccco2)C(=O)/C(=C/c2ccco2)C1 (stereo unspecified) | 15% | -16% | 18% | 11% | 33% | i | 3.9% | ? | / | /
CCn1c2ccccc2c2cc(C3C(C#N)=C(N)OC4=C3C(=O)CC(C)(C)C4)ccc21 (stereo unspecified) | / | / | 8% | 2% | 10% | / | -0.2% | / | / | /
O=C(Nc1nnc(SCC(=O)N2CCCCC2)s1)c1ccc(F)cc1F | 5% | 1% | 3% | -6% | 7% | / | -0.4% | 4% | -1.2 | 46
NS(=O)(=O)c1ccc(CCNC(=S)NC2CCCC2)cc1 | -20% | -12% | 2% | 2% | 11% | i | 0.2% | 24% | 1.3 | 42
CCN1CCN(C(=O)CCc2nnc(CCc3ccccc3OC)o2)[C@@H](C)C1=O | 13% | 0% | 5% | 2% | 4% | / | -0.1% | 11% | 2.3 | 52
O=C(CN1CCN(c2ccccc2F)CC1)c1ccc(O)c(O)c1 | 27% | 7% | 5% | 3% | 31% | / | -0.2% | 31% | 1.4 | 84
COc1cccc(C(=O)N(Cc2cccs2)C2CCS(=O)(=O)C2)c1 (stereo unspecified) | 10% | -3% | -5% | 2% | -1% | i | 0.3% | 3% | -0.1 | 52
COc1ccc(NC(=O)CN(c2cccc(F)c2)S(C)(=O)=O)cc1OC | 6% | -3% | -3% | 9% | -3% | i | -0.2% | -3% | 0.4 | 59
Cc1ccc(-c2nnn(CC(=O)O)n2)cc1 | 0% | 0% | -4% | 2% | -4% | i | -0.1% | -1% | 1.3 | 93
CC1=CC(C)(C)N=C(NC#N)N1 | 3% | -6% | -2% | 4% | 3% | i | -0.1% | 6% | 1.6 | 62
COc1ccc(OCc2nnc(SCC(=O)Nc3cccc(Cl)c3)o2)cc1 | 3% | -7% | -14% | -7% | 6% | / | -0.1% | -2% | 0.1 | 54
Cc1ccc(S(=O)(=O)N2[C@@H](c3ccccc3F)C(C(=O)O)=CC[C@H]2c2cccs2)cc1 | 10% | -2% | / | / | / | / | / | 4% | 0.0 | 93
COc1ccc(-c2nnc(SC(C)C(=O)Nc3cccc(Cl)c3)o2)cc1 (stereo unspecified) | 8% | -7% | 1% | 8% | 50% | i | -0.2% | 3% | 5.1 | 82
Cc1cc(C)n(-c2cc(-c3ccccc3)nc(C)n2)n1 | 5% | -2% | -5% | 0% | 9% | i | 0.3% | 9% | 1.9 | 67
COc1cc(OC)cc(C(=O)N[C@H](C(=O)Nc2cc(F)ccc2C)C(C)C)c1 | 4% | -12% | -10% | 8% | 1% | / | 0.5% | 11% | 1.1 | 73
CCCCC(CC)C(=O)NCCCN1CCN(CCCNC(=O)C(CC)CCCC)CC1 (stereo unspecified) | 2% | 0% | 14% | -13% | 3% | i | -0.2% | 13% | -0.6 | 55
O=C(Nc1nc2cc3c(cc2s1)OCCO3)c1ccco1 | 8% | 0% | 9% | -1% | 18% | / | 0.4% | 14% | 1.0 | 58
COC(=O)c1cc(OC)cc(O)c1C(=O)c1c(O)cc(C)cc1O | -3% | 7% | 17% | -2% | ? | i | 0.0% | 6% | -1.0 | 89
COC(=O)c1ccc(CSc2nnnn2-c2ccccc2)o1 | 14% | -2% | -2% | -4% | -14% | i | -0.2% | 16% | -0.5 | 59
CC(Sc1nc(=O)cc(N)n1CCc1ccccc1)C(=O)NCc1ccccc1 (stereo unspecified) | 4% | 2% | 4% | -18% | -3% | i | 0.0% | 15% | -0.7 | 65
CCCC(=O)Nc1nn(C)c2nc3ccc(C)cc3cc12 | 11% | -5% | 23% | 4% | 10% | / | -0.1% | -2% | 1.1 | 51
Cc1cc(C)n(-c2nc3c(c(=O)[nH]c(=O)n3C)n2Cc2ccc(F)cc2)n1 | 4% | -1% | 2% | 7% | 8% | i | 0.2% | -10% | -0.1 | 51
Cc1cccc(-n2c(Cc3cc(=O)[nH]c(=O)[nH]3)nnc2SCC(=O)N2CCCCC2)c1 | -1% | -7% | 8% | 10% | -5% | / | -0.1% | 0% | -3.3 | 58
COc1ccc(-n2ccc(=O)c(C(=O)O)n2)c(OC)c1 | 16% | -1% | 6% | 8% | 11% | / | -0.1% | 13% | -0.5 | 96
COc1ccc(NC(=O)NNC(=O)COc2ccc(Cl)cc2C)cc1OC | 10% | 3% | 10% | -4% | 7% | / | -0.2% | 20% | 0.1 | 55
CCC(C)c1c(O)nc(SCC(=O)N2CCCCCC2)[nH]c1=O (stereo unspecified) | 7% | 0% | -1% | 8% | 7% | / | 1.1% | 5% | -0.1 | 55
Cc1nn(CCC(=O)NNC(=S)Nc2ccc([N+](=O)[O-])cc2)c(C)c1[N+](=O)[O-] | 12% | 13% | 0% | -1% | -3% | i | -0.1% | 17% | 1.0 | 52
Cn1nc(C(=O)N2CCc3ccccc3C2)c2ccccc2c1=O | 4% | -5% | 8% | 11% | -2% | i | 0.5% | 3% | 0.0 | 63
CCC1CCCCN1CCCNC(=O)C1CCCN(c2ncnc3c2nc2n3CCCCC2)C1 (stereo unspecified) | -14% | 5% | 6% | 3% | -1% | / | -0.3% | 9% | 0.1 | 55
O=[N+]([O-])c1ccccc1S(=O)(=O)Nc1ccc2c(c1)OCCO2 | 1% | 7% | -3% | 10% | -2% | / | -0.2% | 13% | 1.3 | 59
Cc1cc(=O)[nH]c(Nc2cccc(F)c2)n1 | 2% | -7% | 3% | -12% | 4% | / | 1.1% | 9% | 0.8 | 60
Cc1cc(C)c2sc(NNC(=O)c3ccc(S(=O)(=O)N4CCc5ccccc5C4)cc3)nc2c1 | -2% | -3% | 2% | 16% | 22% | i | -0.3% | 8% | 12 | 59
COc1ccc(N2CCN(C(=O)C3CCC(Cn4c(=S)[nH]c5ccccc5c4=O)CC3)CC2)cc1 (stereo unspecified) | 8% | 1% | -8% | 15% | -6% | i | 0.2% | 6% | 2.8 | 89
Cc1ccc(N2CC(C(=O)NC3CCSC3=O)CC2=O)cc1 (stereo unspecified) | 2% | -6% | 22% | 8% | -2% | i | 0.2% | -4% | 1.3 | 82

Random excerpt: five compounds from above.
SMILES | Rac1 GTP hydrolysis | NS5 inhibitors | GPR35 arrestin U2OS | GPR55 antagonists | AID2073 | Yfh1-off respiration | GPR55 activation | SV40 large T antigen | NTR1 ag | NTR1 ag cell count 20 µM | others
CCC1CCCCN1CCCNC(=O)C1CCCN(c2ncnc3c2nc2n3CCCCC2)C1 (stereo unspecified) | -14% | 5% | 6% | 3% | -1% | / | -0.3% | 9% | 0.1 | 55
O=C(CN1CCN(c2ccccc2F)CC1)c1ccc(O)c(O)c1 | 27% | 7% | 5% | 3% | 31% | / | -0.2% | 31% | 1.4 | 84
CCCNS(=O)(=O)c1ccc(CCC(=O)NCCc2ccc(OC)c(OC)c2)cc1 | 1% | / | 4% | 17% | 14% | i | 0.5% | 0% | 0.5 | 51
CCCCCCSc1ccc([C@H]2N[C@@](C)(C(=O)OC)[C@H]3C(=O)N(CC)C(=O)[C@@H]23)cc1 | 1% | -6% | / | / | / | / | / | 9% | 3.3 | 59
CC(Sc1nc(=O)cc(N)n1CCc1ccccc1)C(=O)NCc1ccccc1 (stereo unspecified) | 4% | 2% | 4% | -18% | -3% | i | 0.0% | 15% | -0.7 | 65
